PfHsp40 rescue: compounds rescuing yeast from Plasmodium falciparum HSP40 toxicity; growth rescue, % at 12.5 µM; AID 504582; S. cerevisiae expressing PfHsp40, growth rescue, ATP luminescence; actives 0.68% (n = 340,000); in the data active = growth rescue above about 28%, passing the limit was not always enough; inconclusive = no clear call, values can overlap the other calls;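 note: yeast W303a lacking pdr1 and pdr3 grown in galactose medium; growth measured after three days at 30 °C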
BoNT A protease: blocks Botulinum neurotoxin A light chain protease | AID 588499 | actives 0.17% (n = 360,000) | inhibition, % at 10 µM | multiplex microsphere protease substrate cleavage, flow cytometry; note: plate controls were buffer without enzyme for full effect and enzyme alone for no effect
FadD28 FP inh: inhibitors of Mycobacterium tuberculosis FadD28 bisubstrate binding | inhibition, % at 12.5 µM | actives 0.22% (n = 360,000) | FadD28 bisubstrate probe binding, fluorescence polarization; in the data active = inhibition above about 8.5%, passing the limit was not always enough; inconclusive = no clear call, values can overlap the other calls
Y pestis TopoI: blocks Yersinia pestis topoisomerase I activity; Y. pestis Topo-I cleavage product accumulation, plate reader; actives 0.064% (n = 360,000); activity, % at 10 µM; AID 504884; in the data active = activity above about 50%, passing the limit was not always enough; inconclusive = no clear call, values can overlap the other calls; note: inactives centre near 2
Anthrax LF prot: blocks Bacillus anthracis lethal factor protease. inhibition, % at 10 µM. AID 588501. P15917. actives 0.12% (n = 360,000). multiplex microsphere protease cleavage assay, LF; note: plate controls were buffer without enzyme for full effect and enzyme alone for no effect
TcdB GH inh: blocks C. difficile toxin B glycohydrolase activity | P18177 | TcdB glycohydrolase enzymatic assay, plate reader | inhibition, % at 9.99 µM | actives 0.24% (n = 350,000); in the data active = inhibition above about 10%
Target sequence (P18177 whole entry, looked up): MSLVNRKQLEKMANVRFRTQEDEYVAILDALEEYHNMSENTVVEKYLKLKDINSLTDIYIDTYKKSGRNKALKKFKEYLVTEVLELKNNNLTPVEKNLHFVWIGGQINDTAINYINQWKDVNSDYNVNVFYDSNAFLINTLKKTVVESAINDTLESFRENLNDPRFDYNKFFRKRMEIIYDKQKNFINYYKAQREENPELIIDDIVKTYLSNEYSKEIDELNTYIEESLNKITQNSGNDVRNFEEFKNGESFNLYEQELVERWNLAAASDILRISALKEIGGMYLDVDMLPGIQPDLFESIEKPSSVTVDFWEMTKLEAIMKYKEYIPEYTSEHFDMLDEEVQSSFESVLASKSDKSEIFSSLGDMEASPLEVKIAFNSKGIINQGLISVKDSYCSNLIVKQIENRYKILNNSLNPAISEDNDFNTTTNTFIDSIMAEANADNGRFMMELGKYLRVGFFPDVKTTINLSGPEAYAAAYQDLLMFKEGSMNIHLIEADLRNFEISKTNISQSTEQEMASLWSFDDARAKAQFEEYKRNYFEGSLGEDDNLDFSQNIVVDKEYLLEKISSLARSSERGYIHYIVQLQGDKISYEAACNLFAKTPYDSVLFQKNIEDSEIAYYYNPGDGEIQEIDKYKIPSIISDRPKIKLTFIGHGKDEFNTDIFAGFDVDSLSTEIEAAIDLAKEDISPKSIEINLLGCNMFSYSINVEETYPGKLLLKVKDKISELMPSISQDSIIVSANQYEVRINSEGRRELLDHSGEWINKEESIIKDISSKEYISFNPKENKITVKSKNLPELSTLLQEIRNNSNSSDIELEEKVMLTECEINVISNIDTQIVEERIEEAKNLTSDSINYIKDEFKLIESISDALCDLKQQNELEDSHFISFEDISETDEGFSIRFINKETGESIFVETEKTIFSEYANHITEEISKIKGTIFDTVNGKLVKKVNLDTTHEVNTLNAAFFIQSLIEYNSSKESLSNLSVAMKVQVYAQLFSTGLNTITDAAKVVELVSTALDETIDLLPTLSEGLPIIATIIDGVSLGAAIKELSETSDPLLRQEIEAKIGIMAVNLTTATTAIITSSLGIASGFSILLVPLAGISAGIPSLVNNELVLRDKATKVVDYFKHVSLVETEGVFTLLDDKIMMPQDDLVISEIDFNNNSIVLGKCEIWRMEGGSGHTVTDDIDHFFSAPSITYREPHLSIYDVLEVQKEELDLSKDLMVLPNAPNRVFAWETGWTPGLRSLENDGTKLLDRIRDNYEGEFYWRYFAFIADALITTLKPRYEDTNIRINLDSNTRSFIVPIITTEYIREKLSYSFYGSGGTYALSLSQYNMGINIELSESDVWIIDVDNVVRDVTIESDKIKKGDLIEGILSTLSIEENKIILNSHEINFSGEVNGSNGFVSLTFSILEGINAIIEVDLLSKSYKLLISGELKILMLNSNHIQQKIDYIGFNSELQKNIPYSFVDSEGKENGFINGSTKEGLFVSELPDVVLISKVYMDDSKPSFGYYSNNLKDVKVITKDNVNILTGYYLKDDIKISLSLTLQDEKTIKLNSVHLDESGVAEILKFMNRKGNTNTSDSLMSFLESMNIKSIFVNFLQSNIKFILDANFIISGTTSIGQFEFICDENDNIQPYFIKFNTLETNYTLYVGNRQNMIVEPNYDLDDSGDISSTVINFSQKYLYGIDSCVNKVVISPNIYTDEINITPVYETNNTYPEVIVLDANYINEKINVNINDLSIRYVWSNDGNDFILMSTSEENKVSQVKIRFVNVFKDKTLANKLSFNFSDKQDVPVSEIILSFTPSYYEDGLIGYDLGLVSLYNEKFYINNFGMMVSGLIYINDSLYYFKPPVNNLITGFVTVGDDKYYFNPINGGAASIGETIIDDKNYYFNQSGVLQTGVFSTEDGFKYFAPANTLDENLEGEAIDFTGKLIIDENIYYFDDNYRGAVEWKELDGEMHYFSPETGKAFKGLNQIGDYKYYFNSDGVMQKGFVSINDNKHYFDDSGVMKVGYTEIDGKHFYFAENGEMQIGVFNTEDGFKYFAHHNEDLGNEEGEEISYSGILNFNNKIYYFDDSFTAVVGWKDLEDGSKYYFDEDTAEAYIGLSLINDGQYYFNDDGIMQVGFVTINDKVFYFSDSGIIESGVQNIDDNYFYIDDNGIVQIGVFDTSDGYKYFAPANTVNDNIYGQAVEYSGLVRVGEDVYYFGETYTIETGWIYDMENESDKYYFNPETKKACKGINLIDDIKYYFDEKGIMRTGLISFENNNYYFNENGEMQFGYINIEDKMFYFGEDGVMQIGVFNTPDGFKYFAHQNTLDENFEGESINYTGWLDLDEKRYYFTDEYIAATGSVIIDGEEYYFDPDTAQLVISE
CCHFV vOTU inh: CCHFV vOTU protease inhibition. Pep-AMC fluorescence. inhibition, % at 11.5 µM. actives 0.55% (n = 370,000). AID 651958; in the data active = inhibition above about 30%; note: 0% = vehicle wells with enzyme and 100% = no enzyme wells
PrPC surface inh: cell surface PrPC inhibition, primary TR-FRET screen | TR-FRET read-out | inhibition, % at 13.8 µM | actives 0.43% (n = 370,000) | AID 720596; in the data active = inhibition above about 24%; note: 0% = median of the test wells and 100% = reference compound wells
BoNT F protease: blocks Botulinum neurotoxin F light chain protease | Multiplex microsphere protease cleavage assay, flow cytometry | inhibition, % at 10 µM | AID 588497 | actives 0.22% (n = 360,000); in the data active = inhibition above about 35%, passing the limit was not always enough; inconclusive = no clear call, values can overlap the other calls; note: plate controls were buffer without enzyme for full effect and enzyme alone for no effect
* marks the source's active call; other numbers are inactive results; ? = inconclusive; . = no result given. Cut-off read from the data, not from the text of the source, unless noted: active = inhibition above about 30%; inconclusive = no clear call, values can overlap the other calls; inactive = below that. Hits appear at their usual frequency. About 2.3% of those tested had a hit in this group.

structure	PfHsp40 rescue	BoNT A protease	FadD28 FP inh	Y pestis TopoI	Anthrax LF prot	TcdB GH inh	CCHFV vOTU inh	PrPC surface inh	BoNT F protease
CC(C)(C)C(O)CN1CCCC1 (stereo not given)	0.0	-0.4	-0.2	15	-8	-1.1	4	10	3
CCOC(=O)C1CCCN(Cc2nc(N)nc(Nc3ccc(Cl)cc3)n2)C1 (stereo not given)	-1.5	-2.3	-4.6	7	-8	.	10	-8	-85
COc1ccc2oc(=O)cc(C)c2c1	-1.4	0.0	-3.1	-2	-1	.	3	-7	-7
O=C(Cn1nnc(-c2cccs2)n1)OC1CCCCC1	3.2	?	-3.7	6	?	.	-4	2	-6
O=C1NN(c2ccc(Br)cc2)C(=O)/C1=C\c1ccc(O)cc1O	1.2	2.9	16*	-13	-1	-1.0	7	6	?
O=C(CCNS(=O)(=O)c1ccccc1C(F)(F)F)NC1CCCCCC1	-0.5	0.0	-0.4	0	2	-1.1	2	4	-6
CS(=O)(=O)c1ccc(C2=C(CNC(=O)c3ccc([N+](=O)[O-])cc3)[C@H]3CC[C@@H](C2)N3Cc2ccccc2)cc1	.	0.3	-5.7	-6	1	1.7	9	-37	0
COc1ccc(N2CCN(Cc3nc4c(c(=O)[nH]c(=O)n4C)n3CC(C)=O)CC2)cc1	-0.9	-0.5	-2.2	-6	2	-1.5	-9	-5	-9
CCOc1ccc(NS(=O)(=O)c2cc3c4c(c2)CCN4C(=O)CC3)cc1	0.8	0.4	-3.2	-12	-2	1.6	2	10	-11
O=C(NCCc1cccnc1)C1CCC(=O)N(CCc2cccc(F)c2)C1 (stereo not given)	-1.2	-0.6	-0.5	-7	-2	1.0	-4	-2	5
Fc1ccccc1CN1CCN(c2ccc(Cl)cc2)CC1	0.2	-3.8	-0.7	3	1	1.6	-18	0	9
CC1(C)CC(NC(=O)c2ccccc2F)CC(C)(C)N1	-1.9	-0.8	-1.6	-4	-1	0.4	-2	-3	30
O=C(CCN1C(=O)/C(=C/c2ccccc2Cl)SC1=S)Nc1ccccc1C(=O)O	-0.5	-0.3	0.1	-2	0	-0.4	8	-7	26
O=C1CCCC(=O)C1Sc1ccc(Cl)cc1	0.3	-0.1	-0.1	-7	-12	1.2	-5	-5	-5
CN1CCCC2(CCCN(Cc3nc(Cc4cccc(C(F)(F)F)c4)no3)C2)C1 (stereo not given)	-0.9	0.2	-0.9	9	0	0.9	-12	-3	0

No new results follow: an excerpt of the list.
structure	PfHsp40 rescue	BoNT A protease	FadD28 FP inh	Y pestis TopoI	Anthrax LF prot	TcdB GH inh	CCHFV vOTU inh	PrPC surface inh	BoNT F protease
CCOC(=O)C1CCCN(Cc2nc(N)nc(Nc3ccc(Cl)cc3)n2)C1 (stereo not given)	-1.5	-2.3	-4.6	7	-8	.	10	-8	-85
COc1ccc2oc(=O)cc(C)c2c1	-1.4	0.0	-3.1	-2	-1	.	3	-7	-7
O=C(Cn1nnc(-c2cccs2)n1)OC1CCCCC1	3.2	?	-3.7	6	?	.	-4	2	-6
O=C1NN(c2ccc(Br)cc2)C(=O)/C1=C\c1ccc(O)cc1O	1.2	2.9	16*	-13	-1	-1.0	7	6	?

3 structures already listed, ordered by heavy-atom count, high to low:
structure	PfHsp40 rescue	BoNT A protease	FadD28 FP inh	Y pestis TopoI	Anthrax LF prot	TcdB GH inh	CCHFV vOTU inh	PrPC surface inh	BoNT F protease
CN1CCCC2(CCCN(Cc3nc(Cc4cccc(C(F)(F)F)c4)no3)C2)C1 (stereo not given)	-0.9	0.2	-0.9	9	0	0.9	-12	-3	0
O=C1CCCC(=O)C1Sc1ccc(Cl)cc1	0.3	-0.1	-0.1	-7	-12	1.2	-5	-5	-5
CC(C)(C)C(O)CN1CCCC1 (stereo not given)	0.0	-0.4	-0.2	15	-8	-1.1	4	10	3

Additional compounds:
structure	PfHsp40 rescue	BoNT A protease	FadD28 FP inh	Y pestis TopoI	Anthrax LF prot	TcdB GH inh	CCHFV vOTU inh	PrPC surface inh	BoNT F protease
Cc1nc(N2CCOCC2)nc(Oc2ccccc2)c1[N+](=O)[O-]	2.2	0.0	-5.4	3	8	1.0	6	1	?
O=C(c1ccc(Cl)cc1)n1cnc2ccccc21	-1.9	2.4	2.2	-10	-3	0.9	-16	0	8
COc1cc(/C=N\NC(=O)c2sc(N)nc2C)cc(OC)c1OC	-0.9	2.2	-2.8	-9	0	.	19	-9	?
O=C(Cc1ccc(Br)cc1)N1CCN(c2ccccc2O)CC1	3.1	-0.7	-1.9	13	-5	.	6	2	?
Cc1ccccc1N1CC(C(=O)Nc2nnc(SCc3cccnc3)s2)CC1=O (stereo not given)	-0.4	0.0	-3.3	2	4	1.6	11	-2	6
CC(OC(=O)c1ccc2ccccc2n1)C(=O)c1ccccc1 (stereo not given)	-1.2	0.0	-4.9	12	-12	1.8	9	8	0
Cc1cccc(Cn2c(N3CCc4ccccc4C3)nc3c2c(=O)[nH]c(=O)n3C)c1	-1.2	-0.3	-3.7	12	-4	.	-8	-2	-3
CN(C)C(=O)c1cc(C(=O)c2ccccc2)c[nH]1	0.1	-3.2	-1.9	-6	-4	1.2	1	5	-8
O=C(O)c1cc(NC(=O)c2cccc(F)c2)cc(NC(=O)c2cccc(F)c2)c1	-0.6	0.2	-5.7	0	-3	-0.5	4	1	-8
O=C1NC[C@H](c2ccccc2)OC(=O)[C@H](Cc2ccc(F)cc2)C/C=C\C[C@@H]1CC(=O)N(CCO)Cc1ccccc1	-0.2	-0.1	-11	29	4	2.2	15	-4	2
CS(=O)(=O)N(CC(=O)NC1CCCCCC1)Cc1ccccc1	-0.2	-0.8	0.4	-7	-2	.	4	4	-4
COC(=O)C(Cc1ccc(O)cc1)NC(=O)C(C)NC(=O)c1ccc(C(C)(C)C)cc1 (stereo not given)	0.7	-1.1	-1.1	-2	-6	-8.6	2	7	-27
CCOC(=O)N/N=C\c1ccc(OC(=O)c2ccc3c(c2)OCO3)cc1	-0.2	-1.2	-2.3	-2	7	0.0	-6	-1	-5
Clc1ccc(-n2ncc3c(NCCCn4ccnc4)ncnc32)cc1	1.0	-0.4	-1.0	0	1	.	13	1	-6
O=C(CSc1nnc(-c2ccccn2)o1)Nc1ccccc1	-2.7	-0.7	-1.7	1	-10	-0.3	1	-8	0

Six compounds from above, limited to TcdB GH inh, PrPC surface inh and CCHFV vOTU inh:
Molecule	TcdB GH inh	PrPC surface inh	CCHFV vOTU inh
CC1(C)CC(NC(=O)c2ccccc2F)CC(C)(C)N1	0.4	-3	-2
CN1CCCC2(CCCN(Cc3nc(Cc4cccc(C(F)(F)F)c4)no3)C2)C1 (stereo not given)	0.9	-3	-12
O=C(O)c1cc(NC(=O)c2cccc(F)c2)cc(NC(=O)c2cccc(F)c2)c1	-0.5	1	4
O=C1NN(c2ccc(Br)cc2)C(=O)/C1=C\c1ccc(O)cc1O	-1.0	6	7
CCOC(=O)C1CCCN(Cc2nc(N)nc(Nc3ccc(Cl)cc3)n2)C1 (stereo not given)	.	-8	10
Cc1ccccc1N1CC(C(=O)Nc2nnc(SCc3cccnc3)s2)CC1=O (stereo not given)	1.6	-2	11

High-throughput results from PubChem BioAssay.
